Compound activity deposited in PubChem BioAssay by Broad Institute.
BL2 CD40 inh: inhibitors of CD40-induced NF-kB signaling, primary screen, BL2 cells, luciferase reporter, single point; CD40L-induced, 4 h; inhibition, % at 10 µM; 83,000 compounds, 0.94% hits; AID 1053188, 2014;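 active means mean inhibition of at least 50% with a set share of replicates also reaching that level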;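 further: 0% = neutral control wells and 100% = IKK inhibitor VII at 50 µM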
* marks the source's active call; other numbers are inactive results; & = joins results of further samples; [ ] = remark or other dose.

SMILES	BL2 CD40 inh
O=C(c1cccnc1)N1CCN(S(=O)(=O)c2ccc(F)cc2)CC1	4.4
Cc1noc(C)c1S(=O)(=O)Nc1ccc2c(c1)C(=O)N([C@@H](C)CO)C[C@@H](C)[C@@H](CN(C)Cc1ccc(C(=O)O)cc1)OCCCC[C@H](C)O2	-8.5[25 µM]
CC(C)NC(=O)N1C[C@H]2[C@@H](c3ccccc31)[C@@H](CO)N2C(=O)c1cccnc1	-7.8[25 µM]
CCC(=O)N1[C@@H](CO)[C@@H](c2ccc(-c3ccccc3)cc2)[C@@H]1CN(C)C(C)=O	4.3
COc1ccc(C2C(C#N)=C(N)Oc3cc(C)[nH]c(=O)c32)c(OC)c1OC (stereo not drawn)	13.7
C/C=C/c1ccc([C@H]2[C@@H](CO)N(C(=O)NC(C)C)[C@H]2CNC(C)=O)cc1	12.5[25 µM]
Cc1ccc(NCC(=O)Nc2cccc(F)c2)cc1S(=O)(=O)N1CCCCCC1	11.3
O=C(COC(=O)c1cccc(-n2cnnn2)c1)c1ccc(Br)cc1	-53.7
CC1(C)CC2(CCCN(CC(O)(c3ccccc3)c3ccccc3)C2)CCO1 (stereo not drawn)	0.0
NC(=S)NN=Cc1nccc2c(C(F)(F)C(F)(F)C(F)(F)F)cccc12	31.2
C[C@@H]1CN([C@@H](C)CO)C(=O)c2ccccc2-c2ccccc2CO[C@H]1CN(C)C(=O)c1ccc(F)cc1	-16.0[25 µM]
Cn1cc(C2=C(c3ccc(Cl)cc3Cl)C(=O)NC2=O)c2ccccc21	-1.1[25 µM]
Cc1cc(C(=O)N2CCCC(Nc3ccc(C)c(C)c3)C2)nc(C)n1 (stereo not drawn)	-7.6
C[C@@H](NC(=O)[C@H]1N[C@H]2c3ccc(C4=CCCC4)c(=O)n3C[C@H]2[C@@H]1CO)c1ccccc1	1.3[25 µM]
CCC(=O)N1C[C@H]2[C@@H](c3ccccc31)[C@H](CO)N2Cc1ccc(F)cc1	-7.4[25 µM]
COCCCNC(=O)c1ccccc1NS(C)(=O)=O	16.3
CC1CCC2(CC1)NC(=O)N(NC(=O)c1cc3ccccc3o1)C2=O (stereo not drawn)	-8.9
O=C(COC(=O)c1ccc2c(c1Cl)C(=O)c1ccccc1C2=O)NC1CC1	-57.8
CC1CCN(C(=O)c2ccc(NC3=C(Cl)C(=O)N(Cc4ccccc4)C3=O)cc2)CC1	3.0
O=C(COC(=O)CCC(=O)c1ccc(Cl)cc1)NCCc1ccccc1	1.0
c1ccc(Cn2c(NCc3ccccn3)nc3ccccc32)cc1	-3.4
CSc1nc(Oc2ccc3ccccc3c2)c2sccc2n1	3.9
CC(=O)Nc1ccc(NC(=O)CSc2ccc(-c3ccc(-n4ccnc4)cc3)nn2)cc1	-4.7
NNC(=O)c1cc(Cl)ccc1Cl	3.7
COc1ccc(CNC(=O)C/C(C)=N/NC(=O)c2cnccn2)cc1	-30.5
CC(=O)Oc1ccc2c(c1)c(C(C)=O)c(C)n2C	12.0
Cc1cc([N+](=O)[O-])c2ccccc2c1NS(=O)(=O)c1ccccc1	5.6
CC(=O)c1ccc(S(=O)(=O)Nc2ccc3c(c2)OCO3)cc1	-5.6
COc1cccc(NC(=O)C[C@@H]2CC[C@@H]3[C@@H](COc4ccc(NC(=O)C5CCCC5)cc4C(=O)N3C)O2)c1	-0.9
CCCCNC(=O)NCCN1CCOCC1	8.8
O=C(CNc1ccc(F)cc1F)NC(=O)NCc1ccco1	8.8
O=C1CNC[C@H]2[C@@H](c3ccc(C#CC4CCCCC4)cc3)[C@H](CO)N12	-5.3[25 µM]
CC1Cc2ccccc2N1CC(=O)Nc1ccc(N2CCOCC2)cc1 (stereo not drawn)	-4.6
COc1ccc(-c2coc3c(C(=O)NC(C)C)cccc23)c(C)c1	-0.7
C/C=C/c1ccccc1[C@@H]1[C@@H](C#N)N(C(C)=O)[C@@H]1CO	10.6[25 µM]
O=C(Nc1nc(-c2ccco2)c(-c2ccco2)s1)C1CCC1	6.1
O=C(C[C@@H]1C=C[C@H](NC(=O)c2cccc(F)c2)[C@H](CO)O1)NCc1ccccc1	5.3
Cc1noc(C)c1C(=O)N1CCCC(C(=O)c2ccc(Cl)cc2)C1 (stereo not drawn)	-2.9
Cc1cc(-c2nc(C)c(C(=O)NNS(=O)(=O)c3ccccc3)s2)no1	5.9
O=C(Nc1cc(Cl)ccc1-n1cncn1)c1cccs1	-3.0
CCCC(=O)Nc1nc2nc(C)cc(=O)n2[nH]1	7.2
Cc1cc(C(=O)Nc2ccncc2)c(C)o1	2.8
Cc1nc2ccccc2c2nc3ccccc3n12	-34.8
COC(=O)C1CCN(C(=O)c2sc3nc(-c4ccccc4)cn3c2C)CC1	-16.5
Cc1cc(C(=O)OCC(=O)N2CCCC2)c2ccccc2n1	-4.5

The last 4 entries of the section above are carried over, then new ones follow:
SMILES	BL2 CD40 inh
Cc1cc(C(=O)Nc2ccncc2)c(C)o1	2.8
Cc1nc2ccccc2c2nc3ccccc3n12	-34.8
COC(=O)C1CCN(C(=O)c2sc3nc(-c4ccccc4)cn3c2C)CC1	-16.5
Cc1cc(C(=O)OCC(=O)N2CCCC2)c2ccccc2n1	-4.5
CC(=O)c1ccc(S(=O)(=O)N(C)CCCC(=O)N2CCN(c3ncccn3)CC2)cc1	0.5
O=C(COC(=O)COc1cccc(F)c1)Nc1nc2ccccc2s1	-15.8
Cc1cccc(C(=O)Nc2nnc(COc3ccccc3)s2)c1	9.2
Cc1ccc2[nH]c(=O)c(CNC(C)(C)C)cc2c1	19.5
O=C(CC1NCCNC1=O)Nc1cccc([N+](=O)[O-])c1 (stereo not drawn)	-3.5
C[C@H]1CN([C@@H](C)CO)C(=O)CCCn2cc(nn2)CO[C@@H]1CN(C)C(=O)CCC(F)(F)F	1.0[25 µM]
COC(=O)c1ccc(Nc2ncnc3sccc23)cc1	-53.3
COc1ccccc1OCCn1c(=O)n(C)c2ccccc21	-21.1
CC(=O)N1CCN(c2ccc(NC(=O)c3ccc(OCc4ccccc4)cc3)cc2)CC1	-1.8
O=C(COC(=O)c1cccs1)NCCN1C(=O)CSC1=O	-29.0
O=C(Nc1ccc(Cc2nc3ccccc3s2)cc1)c1ccncc1	-1.4
Cc1[nH]c(=O)cc2ccccc12	6.9
CN(C)c1oc(/C=C/c2cccs2)nc1S(=O)(=O)c1ccccc1	2.0
Cn1cnc(S(=O)(=O)N2CCCCN3[C@@H](CO)[C@H](c4ccc(C#CC5CCCC5)cc4)[C@@H]3C2)c1	-10.8[25 µM]
O=C(NCCOc1ccc(F)cc1)c1ccccc1SCc1ccccc1	9.4

Arranged by value in BL2 CD40 inh (descending): five of the compounds above.
compound	BL2 CD40 inh
Cc1ccc(NCC(=O)Nc2cccc(F)c2)cc1S(=O)(=O)N1CCCCCC1	11.3
O=C(Nc1nc(-c2ccco2)c(-c2ccco2)s1)C1CCC1	6.1
CN(C)c1oc(/C=C/c2cccs2)nc1S(=O)(=O)c1ccccc1	2.0
COc1ccc(-c2coc3c(C(=O)NC(C)C)cccc23)c(C)c1	-0.7
COC(=O)c1ccc(Nc2ncnc3sccc23)cc1	-53.3

(further entries)
SMILES	BL2 CD40 inh
N#C[C@H]1[C@H](c2ccc(-c3ccccc3F)cc2)[C@H](CO)N1C(=O)c1ccccn1	3.6[25 µM]
CC(=O)Oc1ccc2c(c1)cc(C)n2C	-0.2
Cc1cccnc1CC(C)NC(=O)c1cc(COc2cncc(Cl)c2)on1 (stereo not drawn)	-50.6
CCC(=O)N1[C@H](C(=O)N2CCCCC2)[C@@H](CO)[C@@H]2Cn3c(ccc(-c4ccccc4)c3=O)[C@@H]21	-8.1[25 µM]
Cc1noc(C)c1NC(=O)Nc1ccc2c(c1)C(=O)N(C)[C@@H]1CC[C@@H](CC(=O)N[C@@H]3CCN(Cc4ccccc4)C3)O[C@H]1CO2	-1.4[25 µM]
CC1CCCCC12NC(=O)N(CC(=O)Nc1cccnc1)C2=O (stereo not drawn)	5.5
CCc1cc(C(=O)c2ccc(OC)cc2)c(NC(=O)CN2CCCC2)s1	11.6
CCC(=O)N1C[C@@H](C)[C@H](OC)CN(C)C(=O)c2cc(NC(=O)Nc3ccc(Cl)cc3)ccc2OC[C@H]1C	4.4[25 µM]
O=C(CNS(=O)(=O)c1ccccc1)N1CCc2ccccc2C1	-51.2
Cn1c(=O)c2c(nc(Sc3ncnn3CC(=O)NC(C)(C)C)n2C)n(C)c1=O	4.4
O=C(C[C@H]1CC[C@@H]2[C@H](COC[C@@H](O)CN2CCC(F)(F)F)O1)NCC1CC1	1.3[25 µM]
CCOC(=O)c1oc2ccccc2c1NC(=O)C(C)(C)C	7.8
O=C(O)c1ccccc1C(=O)Nc1c(-c2ccccc2)nc2ccccn12	-13.1
CC1CCCCN1S(=O)(=O)c1ccc2c(c1)CCN2C(=O)C1CC1 (stereo not drawn)	4.6
CCOC(=O)c1c(NC(=O)CSc2nc3ccccc3o2)sc(C)c1C	5.5
O=C(Nc1ccc2c(c1)OCCO2)C1CC1c1ccccc1 (stereo not drawn)	-20.9
CC1(C)CC(=O)C(C(=O)/C=C/c2ccco2)C(=O)C1	-0.2
COc1ccccc1NCC(=O)NNC(C)C(=O)Nc1cccc(Cl)c1 (stereo not drawn)	2.6
COc1ccc(CNc2oc(-c3cccc4ccccc34)nc2P(=O)(OC)OC)cc1	0.0
Cc1cc(O)c(C(=O)Cc2csc(C)n2)c(O)c1	-67.3
COc1ccccc1CNC(=O)C[C@H]1C[C@H]2c3cc(NC(=O)c4ccc5c(c4)OCO5)ccc3O[C@H]2[C@@H](CO)O1	9.7[25 µM]
COCCn1cc(C(=O)NCCCN2CCC(C)CC2)c2c3ccccc3n(C)c2c1=O	6.4
COc1cccc(CN(C)C(=O)CSCC(=O)Nc2cc(C)on2)c1OC	1.8
C/C=C/c1cnc2c(c1)C(=O)N([C@@H](C)CO)C[C@H](C)[C@H](CN(C)C(=O)Nc1cccc(OC)c1)O2	-5.1[25 µM]
Cc1cccc(S(=O)(=O)N2C[C@@H]3N[C@H](C2)C3c2ccc(-c3ccccc3C)cc2)c1 (stereo partly drawn)	29.4&22.6[25 µM]
CC(=O)N1CC2(C1)[C@H](c1ccccc1)[C@@H](CO)N2C(=O)c1cnccn1	-9.3[25 µM]
CCc1nc2c(OCc3ccc(C(F)(F)F)cc3)cccn2c1N(C)C(=O)C1CC1	15.2
O=C(C1CCCC1)N1CC[C@@H]2[C@H]1c1cc(C#Cc3ccc(F)cc3)ccc1N[C@@H]2CO	-17.4
COc1ccc(NC(C)=O)c2nc(C)c(C)nc12	3.1
CN(C)C(=O)c1ccc(-c2ccccc2[C@@H]2[C@@H](CO)N(C(=O)C3CCC3)[C@H]2C#N)cc1	-25.3[25 µM]
Cc1cc(C)cc(NC(=O)CCN2CCCC2)c1	6.4
C[C@@H]1CN([C@H](C)CO)C(=O)CCCn2cc(nn2)CO[C@H]1CN(C)C(=O)c1cc(-c2ccccc2)on1	-7.7[25 µM]
COc1cc(OC)cc(C(=O)NCC(=O)OCC(=O)NC(C)(C)C)c1	5.2
CN1c2ccc(Br)cc2[C@@H]2[C@@H](CCN2C(=O)Nc2ccccc2F)[C@@H]1CO	-6.1[25 µM]
O=C(CCNS(=O)(=O)c1ccccc1F)N1CCN(S(=O)(=O)c2cccc(F)c2)CC1	2.2
CCOc1cc(N2CCOCC2)c(OCC)cc1NC(=O)CSc1ncccc1C(=O)O	1.1
CC(C)C(OC(=O)CCCC(=O)Nc1nccs1)C(=O)NC1CCCCC1 (stereo not drawn)	1.2
COc1ccccc1NC(=O)Nc1ccc(Cc2ccncc2)cc1	-17.1
O=c1c2ccccc2ncn1Cc1ccc2c(c1)OCO2	0.1
CC(=O)c1sc(C(=O)O)c(-c2ccco2)c1-c1ccco1	1.9
CN(Cc1nccn1C)C(=O)CC1C(=O)NCCN1Cc1cccc(Oc2ccccc2)c1 (stereo not drawn)	14.3
O=C(Nc1cccc(S(=O)(=O)N2CCCCC2)c1)c1ccc(N2CCCC2=O)cc1	15.5
CC1/C(=C\c2ccc(Cl)cc2)C(=O)C2CC1C2(C)C (stereo not drawn)	8.5
CN(C)/C=N/c1nccc(-c2cccs2)n1	-4.7
Cn1cc(CN2CCN(c3ccccc3)CC2)c2ccccc21	17.3
C/C(=N\NC(=O)c1cc2c(s1)CCC(C)C2)c1ccc[nH]1 (stereo not drawn)	-70.2
CC(C)CCCCCCCCCCCCC(=O)NCC(=O)NC1C(O)C(O)C(Nc2ncnc3nc[nH]c23)OC1C(O)CO (stereo not drawn)	104.1*
Cc1cc(C)cc(NC(=O)CN2CCN(C(=O)c3cccs3)CC2)c1	6.1
COc1ccc(OCC(=O)N2CCC(n3nccc3NC(=O)C3CC3)CC2)cc1	-9.8
CCc1nc2ccc(C(=O)NCCOc3ccc(OC)cc3)cn2c1N(C)C(=O)Cc1ccccc1	2.9
c1cncc(Nc2c3ccccc3nc3ccccc23)c1	-21.2
C[C@H]1CCCCO[C@@H](CN(C)C(=O)NC2CCCCC2)[C@@H](C)CN([C@@H](C)CO)C(=O)c2cc(N(C)C)ccc2O1	-27.9[25 µM]
CC(C)N(C)CCOC(=O)c1ccccc1Cl	12.3
O=C(CN1C(=O)C2CCCCC2C1=O)Nc1ccc(OC(F)F)c(Cl)c1 (stereo not drawn)	-11.4
O=C(Nc1cccc2cccnc12)c1cccc2ccccc12	-31.2
O=C(O)C1=CC2C=C(Cl)C=CC2OC1=O (stereo not drawn)	-7.6
COc1ccc(OCCCC(=O)Oc2ccc(OC)cc2)cc1	3.2
Cc1ccc(S(=O)(=O)N(C)C[C@@H]2Oc3c(NS(C)(=O)=O)cccc3C(=O)N([C@H](C)CO)C[C@@H]2C)cc1	-0.6[25 µM]
Cc1oc2nc(SCCCC(=O)NCCCO)nc(N)c2c1C	4.8
O=C(O)c1ccc(COc2ccc([N+](=O)[O-])cc2Cl)cc1	-21.2
OC[C@H]1[C@H](c2ccc(-c3ccccc3F)cc2)[C@@H]2CN(Cc3cccnc3)CCCCN12	-0.9[25 µM]

The list is partial, so the mix of outcomes need not match the whole.
